Source: PubChem (several laboratories)
P. falciparum M1AAP: malaria alanyl aminopeptidase activity blockers – biochemical, fluorogenic H-Leu-NHMec substrate, 1536-well (AID 1445) | hit rate 0.42% among 220,000 | recombinant M1AAP, H-Leu-NHMec fluorogenic kinetic assay; higher % means a stronger effect | inhibition, % at 30 µM, or IC50 in µM where a hit was titrated;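 active means primary inhibition above the hit cutoff, then over 50% inhibition at one or more dose response concentrations, cut at about 23% in these data, passing the limit was not always enough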;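 further: plate controls were DMSO full reaction for no effect and no enzyme background for full effect; strong numbers were not always called active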
P. falciparum M17LAP: P. falciparum M17LAP inhibitors, primary screen, biochemical, fluorogenic H-Leu-NHMec substrate, 1536-well (AID 1619); recombinant M17LAP, H-Leu-NHMec fluorogenic kinetic assay; higher % means a stronger effect; inhibition, % at 30 µM, or IC50 in µM where a hit was titrated; hit rate 0.38% among 220,000;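 active means compound inhibiting the enzyme by more than half at any dose during confirmatory dose-response retesting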;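 further: plate controls were full reaction with DMSO carrier for no effect and no enzyme background for full effect; strong numbers were not always called active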
Siah-1 displacement: blockers of Siah-1 interaction with plectin peptide – biochemical, fluorescence polarization, rhodamine-plectin, uHTS, primary screen (AID 1817) | Siah-1 / rhodamine-plectin peptide fluorescence polarization; higher % means a stronger effect | one-dose displacement, % at 20 µM; IC50 in µM for titrated hits | hit rate 0.02% among 290,000;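 active means displacement of at least 50% at 20 µM, with a fluorescence ratio check between 0.3 and a set limit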;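 further: plate controls were Siah plus tracer with DMSO for no effect and tracer alone without Siah for full effect; strong numbers were not always called active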
PMI inhibitors: MPI enzyme activity inhibition – biochemical, fluorescence intensity, coupled assay, primary screen (AID 1209) | purified PMI enzyme, coupled fluorescence intensity; higher % means a stronger effect | inhibition, % at 20 µM; hits with a dose series show IC50 in µM | hit rate 0.42% among 190,000;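 further: plate controls were DMSO vehicle for no effect and wells lacking substrate for full effect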
Lipid droplet: modulators of hepatic lipid droplet formation | AML12 mouse hepatocytes, oleate lipid droplets, BODIPY imaging | inhibition, % at 6.5 µM | hit rate 0.4% among 240,000;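 active means lipid droplet intensity inhibited by at least 50%, with more than 500 cells counted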
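Test system: AML12 hepatocytes (mouse); reagent: oleate loading, 100 µM; dosing: one dose, 6.5 µM compound; incubation: overnight exposure; signal: fluorescence imaging, 20x objective, two fields per well; read-out basis: % inhibition of corrected integrated BODIPY droplet signal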
TNAP activators: human TNAP enzyme activators, primary screen, biochemical, luminescent, no phosphate acceptor, uHTS (AID 1001). purified TNAP, luminescent activation assay, no phosphate acceptor; higher activation fold means a stronger effect. activation fold at 20 µM, or EC50 in µM where a hit was titrated. hit rate 0.03% among 200,000; in the data active means activation fold from about 3, or a potency from the dose series; inactive means the rest, 99 in 100 with activation fold below about 1.6; further: many of its hits are not listed in these tables
UTI89 phage lysis: inhibition of K1F phage lysis, E. coli UTI89, bacterial capsule biogenesis inhibitors, alamar blue (AID 488966) | hit rate 0.02% among 340,000 | one-dose inhibition, % at 100 µM; IC50 in µM for titrated hits | E. coli UTI89 K1F phage lysis, alamar blue, 2 h; higher % means a stronger effect;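 active means phage lysis inhibition, versus mean bacterial control, above a set limit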;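 further: capsule biogenesis inhibitors block K1F phage lysis so surviving cells raise fluorescence; higher fluorescence means more inhibition of phage lysis; actives were called in the ten point dose series up to 300 µM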
PMI inhibition: human PMI inhibitors, high substrate, primary screen, biochemical, fluorescence intensity, high mannose 6-phosphate (AID 1220); recombinant PMI enzyme, coupled fluorescence intensity; higher % means a stronger effect; inhibition, % at 20 µM; hits with a dose series show IC50 in µM; hit rate 0.66% among 190,000
XIAP displacement: XIAP antagonists, biochemical, IAP family, fluorescence polarization (AID 1018); XIAP BIR domain, fluorescence polarization peptide displacement; higher % means a stronger effect; displacement, % at 20 µM; hits with a dose series show IC50 in µM; hit rate 0.007% among 200,000; in the data active means displacement above about 50%; further: a part of the inactive calls stands beside numbers as strong as those of hits
Lipid droplet cells 6.5 µM: further read-out of Lipid droplet, marked with its call; cell count; measured here: cell count, cytotoxicity flag;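 cells counted across two imaged fields per well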
* marks the source's active call; other numbers are inactive results; i = inactive; . = not tested or not shown; [ ] = dose if it differs, or a comment. Unless noted, no stated cut-off is given here; in the data, active means inhibition above about 50%; inactive means the rest.

SMILES | P. falciparum M1AAP | P. falciparum M17LAP | Siah-1 displacement | PMI inhibitors | Lipid droplet | Lipid droplet cells 6.5 µM | TNAP activators | UTI89 phage lysis | PMI inhibition | XIAP displacement
O=C(NCC1CCCO1)C(c1cccs1)N(C(=O)c1ccc(-c2ccccc2)[nH]1)C1CCCC1 (stereo not given) | -9% | 18% | 2% | 18% | -21 | 411 | 1.1 | 5.1% | 10% | -4.3%
Cc1onc(-c2ccccc2)c1C(=O)c1c[nH]c(C(=O)NCc2ccccn2)c1 | 7% | 12% | -3% | 1% | -16 | 610 | 1.1 | 0.5% | 1% | -1.4%
C/C(=N\S(=O)(=O)c1ccc(C)cc1)NC(=S)Nc1ccccc1 | 7% | 0% | -2% | 9% | 1 | 672 | 1.1 | -0.5% | 4% | -3.5%
COC(=O)CN1C(c2ccccc2)=Nc2ccc(Cl)cc2C1c1ccccc1 (stereo not given) | 2% | -11% | 0% | 1% | . | . | 1.1 | 0.2% | 4% | -7.2%
COc1ccc(C)cc1NC(=O)C(Sc1nncn1C)c1ccccc1 (stereo not given) | 7% | -4% | -6% | -5% | -11 | 704 | 1.1 | -0.3% | -5% | -5.6%
Cc1ccccc1C(=O)N/N=C1/SCC(=O)N1Cc1ccc2c(c1)OCO2 | -1% | 9% | 7% | 8% | -6 | 573 | 1.1 | 2.0% | -3% | -1.0%
COC(=O)CCN(C(=O)c1ccc(N2CCCCC2)c([N+](=O)[O-])c1)c1ccccn1 | 7% | 1% | 9% | 2% | -13 | 663 | 1 | 0.4% | 0% | -3.5%
CC(=O)c1c(O)cc(=O)n(-c2ccccc2)c1-c1ccc(Cl)cc1 | 4% | -10% | 10% | 11% | 5 | 681 | 1.1 | 0.2% | 12% | -3.7%
Clc1ccc(-c2nnc(NCc3ccccc3)c3ccccc23)cc1 | 17% | 13% | -6% | 14% | -5 | 598 | 0.9 | 0.8%[50 µM] | 2% | -5.2%
O=C(Cn1cnc2c(cnn2-c2ccc(Cl)cc2)c1=O)NCCc1ccccc1 | -2% | -6% | 8% | 9% | . | . | 1.1 | 0.6% | 7% | -19%
CC(C)=C1C2CCC1C1C(=O)N(c3nc(-c4ccc(F)cc4)c(C)s3)C(=O)C21 (stereo not given) | 7% | -6% | 3% | 4% | . | . | 1 | 0.9% | 3% | 0.9%
CC(C)CN(C)C(=O)CCc1nnc(Cc2ccc(-c3ccccc3)cc2)o1 | -3% | 2% | -2% | 10% | -26 | 713 | 1.1 | 0.3% | 8% | -5.7%
CC(NC(=O)c1cccc(Cn2cc([N+](=O)[O-])cn2)c1)c1ccc(C(C)(C)C)cc1 (stereo not given) | -4% | -2% | -4% | 10% | 14 | 786 | 1.1 | 2.1% | 4% | -14%
CCn1c(=S)ccc2ccc(OC)cc21 | 17% | 2% | 6% | -56% | -9 | 697 | 1.1 | -0.1% | -104% | -3.4%
CC(Cc1c[nH]c2ccccc12)NC(N)=O (stereo not given) | 1% | 3% | 6% | -5% | -2 | 723 | 1.1 | -0.2% | -10% | 0.0%
O=C(Nn1c(Cc2cccs2)nc2ccccc2c1=O)c1ccc(F)c(F)c1 | 9% | 0% | -3% | 5% | 20 | 748 | 1.1 | -0.4% | 11% | 1.3%
CCCCOc1ccc(C(C)NC(=O)C2CCCN(S(=O)(=O)CCC)C2)cc1 (stereo not given) | 7% | 0% | -1% | -14% | 14 | 683 | 1.1 | -0.1% | -17% | -8.2%
N#CC(C#N)=C1CCc2ccccc2N1 | 3% | 16% | 0% | -3% | -10 | 750 | 1.1 | 0.1% | -8% | -1.6%
c1ccc(-c2nnc3sc(-c4csc5c4CCCC5)nn23)cc1 | 14% | 6% | -3% | 31% | 0 | 645 | 1 | -0.1% | -1% | -12%
CCc1nn(CC(=O)O)c(=O)c2ccccc12 | -1% | 14% | 2% | -4% | . | . | 1.1 | 0.5% | -2% | -6.3%
O=C(COC(=O)Cc1ccc(-c2ccccc2)cc1)NCc1ccc(F)cc1 | 5% | 3% | -4% | -9% | -2 | 589 | 1 | 3.0% | -4% | 0.4%
COc1ccccc1C(=O)NC(=O)Nc1nc(-c2ccccc2)cc(C(F)(F)F)n1 | 3% | 2% | -3% | . | 14 | 624 | . | 0.2% | . | .
Cc1cccc(NC(=O)CC2C(=O)NC3CCCCC3N2C(=O)c2ccccc2Cl)c1 (stereo not given) | 4% | 6% | -3% | . | 16 | 700 | . | -0.1% | . | .
COc1cc(C2Nc3ccc4ncccc4c3C3=C2C(=O)CCC3)ccc1O (stereo not given) | 13% | 9% | -4% | 9% | . | . | 1 | -2.5% | 47% | -3.9%
CCOc1ccccc1N1CCN(S(=O)(=O)CC)CC1 | 7% | -4% | 0% | -20% | . | . | 1.2 | 0.4% | -20% | 5.7%
CC(=O)c1cc(F)c(N2CCCCCC2)cc1C | 5% | -2% | 2% | 4% | -8 | 709 | 1.1 | 3.1% | -1% | -2.7%
Cc1nnsc1C(=O)NC(C)c1ccccc1 (stereo not given) | 7% | 21% | 4% | -11% | 27 | 733 | 1.2 | 0.2% | -6% | -2.7%
Cc1c(NC(=O)CSc2nnc3sc4ccccc4n23)c(=O)n(-c2ccccc2)n1C | 3% | 8% | 4% | 4% | 3 | 651 | 1.1 | 0.0% | 0% | -3.6%
Cn1c(=O)n(C)c(=O)n(CC(=O)N2CCCCC2)c1=O | -5% | -10% | 1% | 0% | 16 | 611 | 1.1 | -0.8% | 1% | -2.3%
O=[N+]([O-])c1cc(CN2CCCC2)ccc1Sc1ccc(Cl)cc1 | 3% | 3% | -2% | 4% | -49 | 711 | 1 | -0.5% | -3% | -1.2%
CS(=O)(=O)N1CCN(C(=O)c2cc(-c3cccnc3)nc3ccc(Cl)cc23)CC1 | 2% | 5% | -1% | -12% | -1 | 701 | 1 | -0.3% | -2% | -11%
Cc1nc2ccccc2c(=O)n1NC(=O)/C=C/c1ccccc1 | 1% | -21% | 3% | -3% | -18 | 578 | 1 | 0.1% | -7% | -3.7%
O=C(NCc1ccncc1)NC12CC3CC(CC(C3)C1)C2 | -1% | 4% | -2% | -9% | 6 | 674 | 1.1 | -0.1% | -4% | -9.6%
CC(=O)c1cccc(NC(=O)c2ccc(C)o2)c1 | -1% | 24% | -4% | -16% | 13 | 687 | 1.1 | -0.4% | -8% | -2.3%
CCc1cc2c(=O)c(-c3nc(C)cs3)coc2cc1OC(C)C(=O)NCCO (stereo not given) | 8% | -5% | 2% | -5% | -2 | 588 | 1 | 12% | -4% | 0.4%
Cc1ccc(S(=O)(=O)/C(C#N)=C/c2c(N3CC(C)OC(C)C3)nc3c(C)cccn3c2=O)cc1 (stereo not given) | 6% | 10% | -3% | 15% | 6 | 782 | 1 | 0.1% | 10% | -4.0%
COc1ccccc1NC(=O)CSc1nc2n[nH]c(C)c2c(=N)n1-c1ccccc1Cl | 3% | 23% | -2% | 15% | -18 | 694 | 1.1 | 11% | 17% | -3.2%
Cc1cc(=O)oc2c1c(C(F)(F)F)nn2-c1ccccc1 | 3% | 2% | 0% | . | 3 | 749 | . | . | . | .
CN(C(=O)COC(=O)c1ccccc1SCC(=O)NC1CCCCCCC1)C1CCS(=O)(=O)C1 (stereo not given) | 1% | 11% | 3% | -6% | 2 | 646 | 1.1 | 3.1% | -4% | -1.0%
CC(=O)N1CCCc2cc(S(=O)(=O)NC(C(=O)NC(C)c3ccccc3)C(C)C)ccc21 (stereo not given) | -3% | 3% | -2% | 13% | . | . | 1.1 | 0.7% | 13% | -7.3%

Filtered by structure, the compounds so far with an aryl thioether with sulfur outside any ring
SMILES | P. falciparum M1AAP | P. falciparum M17LAP | Siah-1 displacement | PMI inhibitors | Lipid droplet | Lipid droplet cells 6.5 µM | TNAP activators | UTI89 phage lysis | PMI inhibition | XIAP displacement
COc1ccc(C)cc1NC(=O)C(Sc1nncn1C)c1ccccc1 (stereo not given) | 7% | -4% | -6% | -5% | -11 | 704 | 1.1 | -0.3% | -5% | -5.6%
Cc1c(NC(=O)CSc2nnc3sc4ccccc4n23)c(=O)n(-c2ccccc2)n1C | 3% | 8% | 4% | 4% | 3 | 651 | 1.1 | 0.0% | 0% | -3.6%
O=[N+]([O-])c1cc(CN2CCCC2)ccc1Sc1ccc(Cl)cc1 | 3% | 3% | -2% | 4% | -49 | 711 | 1 | -0.5% | -3% | -1.2%
COc1ccccc1NC(=O)CSc1nc2n[nH]c(C)c2c(=N)n1-c1ccccc1Cl | 3% | 23% | -2% | 15% | -18 | 694 | 1.1 | 11% | 17% | -3.2%
CN(C(=O)COC(=O)c1ccccc1SCC(=O)NC1CCCCCCC1)C1CCS(=O)(=O)C1 (stereo not given) | 1% | 11% | 3% | -6% | 2 | 646 | 1.1 | 3.1% | -4% | -1.0%

Later entries
SMILES | P. falciparum M1AAP | P. falciparum M17LAP | Siah-1 displacement | PMI inhibitors | Lipid droplet | Lipid droplet cells 6.5 µM | TNAP activators | UTI89 phage lysis | PMI inhibition | XIAP displacement
CCC(C)N1C(=O)C2C(C(=O)Nc3cccc(OC)c3)C3C=CC2(O3)C1C(=O)NC1CCCCC1C (stereo not given) | 12% | 3% | 0% | -3% | . | . | 1.1 | i | 5% | -6.6%
CC(C)CN(C(=O)COC(=O)c1ccccc1SCC(=O)NC1CCCCCC1)C1CCS(=O)(=O)C1 (stereo not given) | 3% | -10% | 4% | 2% | -6 | 563 | 1.1 | 0.3% | -2% | -3.1%
CC1(C)[C@H]2CC[C@]1(C)[C@@H](OC(=O)C[N+]1(C)CCOCC1)C2 | 6% | 2% | 15% | . | -12 | 722 | . | -0.1% | . | .
NNC(=O)Cn1c(-c2ccccc2)cc(=O)n2ncnc12 | 5% | 10% | 15% | . | -9 | 691 | . | 0.2% | . | .
O=C(Oc1ccc(-c2nc(-c3ccccn3)no2)cc1)c1ccccc1 | 3% | 7% | 6% | 1% | -2 | 737 | 1.1 | -0.7% | -5% | -13%
CNC(=O)c1sccc1SCc1ccc(Cl)cc1Cl | 18% | 23% | 2% | 2% | . | . | 1.2 | 1.3% | 0% | 1.6%
Cc1ccc2oc3c(c(=O)c2c1)C(c1cccc(Br)c1)N(Cc1ccco1)C3=O (stereo not given) | -12% | 16% | 2% | 1% | . | . | 1.1 | 0.3% | -1% | -4.4%
O=C(/C=C/c1ccco1)NC(=S)Nc1ccc(O)c(-c2nc3ccccc3s2)c1 | 7% | 14% | 34% | 0% | 12 | 685 | 1.1 | 0.2% | 2% | -2.9%
Cc1occc1C(=O)NCc1ccc(C(=O)O)o1 | 4% | 4% | -4% | -21% | 4 | 832 | 0.9 | 5.9% | -27% | -7.6%
O=C(CCc1ccccc1)NNC(=O)COc1ccccc1 | 13% | 2% | 2% | 13% | . | . | 1.2 | 0.2% | 12% | -3.3%
O=C1c2ccccc2C(Nc2cccnc2)N1Cc1ccc2c(c1)OCO2 (stereo not given) | 4% | 5% | 5% | 3% | 4 | 656 | 1 | -1.1% | 7% | 1.0%

Not a hit list; any-hit rate near 1.9%.
